mIAP activ: mouse IAP activation. muIAP, CDP-Star luminescence, 30 min; stronger effect = higher value; 1 = vehicle-only enzyme signal, 0 = enzyme-free wells. activation factor at 10 µM. 330,000 tested, 0.24% active;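 active = activation factor of at least 2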; note: the source names both 10 and 20 µM as test concentration; values of inactives mirror those of a sister screen read the other way
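Assay system: mouse IAP enzyme; Reagent: CDP-Star chemiluminescent phosphatase substrate; Compound: DMSO-dissolved test compounds; Incubation: 30 min, room temperature; Technique: luminescence from enzymatic CDP-Star hydrolysis; Controls: DMSO-only wells and no-enzyme negative control.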
APOBEC3G inh: APOBEC3G (human) deaminase inhibition. recombinant A3G, ssDNA deamination FAM/TAMRA fluorescence. inhibition, % at 20 µM. 330,000 tested, 0.28% active. AID 493012;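 active = inhibition of at least 40% at 20 µM, with no more than 30% in the related APOBEC3A deaminase screen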;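 note: plate controls were DMSO wells with A3G for no effect and wells lacking A3G enzyme for full effect; some compounds called inactive have numbers as strong as hits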
Target sequence (Q9HC16 whole entry, looked up): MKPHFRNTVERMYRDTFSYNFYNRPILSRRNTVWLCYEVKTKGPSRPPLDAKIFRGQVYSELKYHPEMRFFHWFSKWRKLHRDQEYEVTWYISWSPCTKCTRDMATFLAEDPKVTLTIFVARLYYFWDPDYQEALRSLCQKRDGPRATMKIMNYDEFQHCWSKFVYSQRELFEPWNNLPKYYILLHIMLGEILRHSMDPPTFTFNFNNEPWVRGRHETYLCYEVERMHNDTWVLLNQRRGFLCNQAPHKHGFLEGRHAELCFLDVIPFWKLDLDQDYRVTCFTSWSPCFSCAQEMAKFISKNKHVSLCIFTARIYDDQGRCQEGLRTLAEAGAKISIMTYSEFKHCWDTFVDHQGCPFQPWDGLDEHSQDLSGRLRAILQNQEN
hIAP block: blocks human intestinal alkaline phosphatase; P09923; purified IAP, CDP-Star luminescence, 30 min; inhibition, % at 10 µM; 330,000 tested, 0.12% active; AID 2544;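 active = inhibition reaching a set limit with compound at 10 µM in the primary screen, cut at about 35% in these data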;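 note: plate controls were DMSO wells with enzyme for no effect and no-enzyme buffer wells for full effect; values of inactives mirror those of a sister screen read the other way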
Target sequence (P09923 whole entry, looked up): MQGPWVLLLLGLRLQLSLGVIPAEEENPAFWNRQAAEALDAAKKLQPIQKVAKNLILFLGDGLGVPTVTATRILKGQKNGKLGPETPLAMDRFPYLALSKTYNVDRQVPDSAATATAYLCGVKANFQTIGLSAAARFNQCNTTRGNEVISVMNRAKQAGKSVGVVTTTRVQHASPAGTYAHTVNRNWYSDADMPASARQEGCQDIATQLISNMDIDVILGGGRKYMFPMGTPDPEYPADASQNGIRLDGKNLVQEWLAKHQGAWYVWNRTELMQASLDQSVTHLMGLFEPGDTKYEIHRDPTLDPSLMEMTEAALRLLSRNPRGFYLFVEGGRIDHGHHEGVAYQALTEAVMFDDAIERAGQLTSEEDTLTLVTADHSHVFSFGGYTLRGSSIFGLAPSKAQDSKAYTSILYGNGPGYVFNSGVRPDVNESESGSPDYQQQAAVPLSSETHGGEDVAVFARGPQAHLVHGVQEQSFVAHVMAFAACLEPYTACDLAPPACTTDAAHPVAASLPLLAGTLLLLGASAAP
NALP3 yeast inh: NALP3 inhibition in yeast; Yeast reconstituted NLRP3/ASC/caspase-1, beta-gal luminescence, 24 h; inhibition, % at 10 µM; 330,000 tested, 0.39% active;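 active = inhibition of 50% or more; inactive = inhibition below 50%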;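 note: plate controls were induced DMSO wells for no effect and uninduced yeast grown without galactose for full effect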
mIAP block: mouse IAP inhibition | purified mouse IAP, CDP-Star luminescence, 30 min | inhibition, % at 10 µM | 330,000 tested, 0.2% active | AID 2806;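 active = inhibition of at least 40% at 10 µM in the primary screen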;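 note: plate controls were DMSO with enzyme for no effect and no enzyme wells for full effect; values of inactives mirror those of a sister screen read the other way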
tim10-1 inh: tim10-1 yeast growth inhibition. inhibition, % at 20 µM. 330,000 tested, 2.2% active. S. cerevisiae tim10-1 ts strain growth, BacTiter-Glo, 24 h;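 active = inhibition of at least 40%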;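 note: mutant grown at 25 °C; 0% = DMSO wells with yeast and 100% = wells holding no yeast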
APOBEC3A inh: human APOBEC3A DNA deaminase inhibition. P31941. recombinant A3A, FAM/TAMRA ssDNA deamination fluorescence. 330,000 tested, 0.41% active. inhibition, % at 20 µM;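 active = at least 40% inhibition at 20 µM here, with at most 30% in a related deaminase screen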;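 note: plate controls were A3A with DMSO for no effect and wells lacking A3A enzyme for full effect; some results filed as inactive read as strong as hits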
beta cell repl: inducers of beta-cell replication in MIN6 cells. proliferation, % at 10 µM. MIN6 cells proliferation, ATPlite luminescence, 48 h; cells starved in 0.2% serum; 100% = growth in 10% serum. AID 2380. 330,000 tested, 0.29% active;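 active = compounds whose signal lies at least 3.5 SD above the mean of all wells on their plate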;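 note: 0% = DMSO-treated cells in low-serum medium and 100% = 10% serum control; some compounds called inactive have numbers as strong as hits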
TIM10 inh: inhibits growth of TIM10 yeast strain; S. cerevisiae TIM10 strain growth, BacTiter-Glo luminescence, 24 h; inhibition, % at 10 µM; 330,000 tested, 1.4% active; AID 463195;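 active = inhibition of 40% or more at the single tested concentration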;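 note: wild-type TIM10 isogenic control strain grown at permissive 25 °C; 0% = DMSO yeast wells and 100% = minimal medium wells without yeast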
* marks the source's active call; other numbers are inactive results. Not a hit list; any-hit rate near 4.6%.

Start of the data: the first 9 entries (preview)
SMILES | mIAP activ | APOBEC3G inh | hIAP block | NALP3 yeast inh | mIAP block | tim10-1 inh | APOBEC3A inh | beta cell repl | TIM10 inh
c1ccc2c(c1)nc(N1CCOCC1)c1ccccc12 | 0.96 | -7 | 2 | 2 | 4 | 23 | -1 | 3 | 17
N#CC(C#N)=Cc1c(N2CCN(c3ccccc3)CC2)nc2ccccn2c1=O | 0.88 | -3 | 11 | 9 | 12 | 2 | -1 | 2 | 18
CCCc1cc(=O)[nH]c(SCC(=O)N2CCCc3ccccc32)n1 | 1.1 | -6 | 0 | -14 | -7 | 17 | 13 | -1 | -1
CCOC(=O)c1cnc(-n2nc(C)cc2C)nc1Nc1cccc(C(C)=O)c1 | 0.94 | -4 | -8 | 5 | 6 | 32 | 12 | -1 | 25
O=c1c2c(nc3n1CCCCC3)-c1ccccc1CC21CCCC1 | 1.1 | 2 | -5 | -4 | -9 | 36 | -2 | -3 | 16
CN1C(=O)S/C(=C/c2ccc(OCc3cccc(C(=O)O)c3)cc2)C1=O | 1 | -10 | -16 | 9 | 0 | 7 | -5 | -1 | -10
CCN(C[C@H]1N[C@@](Cc2ccccc2)(C(=O)OC)[C@H]2C(=O)N(Cc3ccccc3)C(=O)[C@@H]12)S(=O)(=O)c1ccc(C(C)(C)C)cc1 | 1.1 | -3 | -1 | 12 | -13 | 6 | -1 | -2 | 14
CCOc1cc(C(=O)NN=C2CCCC2)cc(OCC)c1OCC | 0.99 | -7 | -14 | 15 | 0 | 3 | 1 | 0 | 6
Nn1c(SCC(=O)NCCCc2ccccc2)nnc1-c1cccnc1 | 1.1 | -11 | -8 | -5 | -8 | -4 | -1 | -2 | -4

The listing, from the first entry:
SMILES | mIAP activ | APOBEC3G inh | hIAP block | NALP3 yeast inh | mIAP block | tim10-1 inh | APOBEC3A inh | beta cell repl | TIM10 inh
c1ccc2c(c1)nc(N1CCOCC1)c1ccccc12 | 0.96 | -7 | 2 | 2 | 4 | 23 | -1 | 3 | 17
N#CC(C#N)=Cc1c(N2CCN(c3ccccc3)CC2)nc2ccccn2c1=O | 0.88 | -3 | 11 | 9 | 12 | 2 | -1 | 2 | 18
CCCc1cc(=O)[nH]c(SCC(=O)N2CCCc3ccccc32)n1 | 1.1 | -6 | 0 | -14 | -7 | 17 | 13 | -1 | -1
CCOC(=O)c1cnc(-n2nc(C)cc2C)nc1Nc1cccc(C(C)=O)c1 | 0.94 | -4 | -8 | 5 | 6 | 32 | 12 | -1 | 25
O=c1c2c(nc3n1CCCCC3)-c1ccccc1CC21CCCC1 | 1.1 | 2 | -5 | -4 | -9 | 36 | -2 | -3 | 16
CN1C(=O)S/C(=C/c2ccc(OCc3cccc(C(=O)O)c3)cc2)C1=O | 1 | -10 | -16 | 9 | 0 | 7 | -5 | -1 | -10
CCN(C[C@H]1N[C@@](Cc2ccccc2)(C(=O)OC)[C@H]2C(=O)N(Cc3ccccc3)C(=O)[C@@H]12)S(=O)(=O)c1ccc(C(C)(C)C)cc1 | 1.1 | -3 | -1 | 12 | -13 | 6 | -1 | -2 | 14
CCOc1cc(C(=O)NN=C2CCCC2)cc(OCC)c1OCC | 0.99 | -7 | -14 | 15 | 0 | 3 | 1 | 0 | 6
Nn1c(SCC(=O)NCCCc2ccccc2)nnc1-c1cccnc1 | 1.1 | -11 | -8 | -5 | -8 | -4 | -1 | -2 | -4
CC(C)(C)c1ccc(C(=O)/C=C2\NC(=O)CS2)cc1 | 1.1 | -6 | 5 | 30 | -5 | 8 | -3 | -4 | 6
S=C(NC1CCCC1)N1CCN(c2ccccn2)CC1 | 0.95 | -7 | 11 | 9 | 5 | -5 | -5 | -4 | 4
Cc1ccc(COc2ccc3c(c2)OCO3)cc1 | 0.96 | -6 | 8 | 12 | 4 | -20 | -1 | 2 | -6
CC1CCc2c(nc3nc[nH]n3c2=O)C1 (stereo not given) | 1 | -7 | 2 | -11 | 0 | 5 | -7 | -4 | -5
COC(=O)c1cc(OC)c(OC)cc1NC(=O)c1cccc(OC)c1OC | 0.88 | -2 | 3 | -4 | 12 | 26 | -1 | 2 | 7
COc1ccccc1CN1CC(C(=O)N(C)CCCn2nc(C)cc2C)CCC1=O (stereo not given) | 1.1 | -7 | 2 | 16 | -7 | 4 | 0 | -3 | 16
CCOC(=O)CCCCC(=O)c1[nH]c(=O)[nH]c1CSc1nnc2c3ccccc3n(C(C)C)c2n1 | 0.97 | -3 | -23 | 7 | 3 | 21 | -1 | 0 | -10
CCOC(=O)N1CCC(=NNc2ccc(S(N)(=O)=O)cc2[N+](=O)[O-])CC1 | 1 | -6 | -12 | -9 | -4 | 11 | -8 | 1 | -1
CC(=O)C1=C(C)OC(N)=C(C#N)C1c1ccco1 (stereo not given) | 1 | 2 | 2 | 28 | -1 | 10 | 6 | 0 | -11
CS(=O)(=O)c1ccc(-c2nnc(NC(=O)c3ccco3)o2)cc1 | 0.86 | -9 | 6 | 4 | 14 | -6 | -1 | -2 | 4
COc1cc(CNCCCN2CCOCC2)cc(Cl)c1OCC(=O)NC(C)(C)C | 1.1 | -6 | 21 | -14 | -8 | -2 | 0 | -3 | -6
CCc1ccc(NC2=CC(=O)C(=O)c3ccccc32)cc1 | 0.94 | -3 | 11 | 36 | 6 | 8 | 1 | -7 | 25
CC(=O)Nc1ccccc1-c1nnc(SCc2ccccc2Cl)[nH]c1=O | 0.95 | 0 | 12 | 3 | 5 | 11 | 0 | 1 | 1
Cc1c(OCc2ccccc2)c(=O)ccn1Cc1ccc(F)cc1 | 1.2 | -1 | 9 | -6 | -24 | 30 | 1 | -2 | 25
O=C(CC1C(=O)NC2CCCCC2N1C(=O)c1ccc([N+](=O)[O-])cc1)Nc1ccccc1 (stereo not given) | 1.1 | 4 | 3 | -6 | -11 | 12 | -10 | -1 | -18
CCc1cc(=O)n2[nH]c(-c3ccccc3)c(-c3ccccc3)c2n1 | 0.89 | -9 | -21 | 13 | 12 | -1 | -5 | -4 | -1
CC(=O)N[C@@H]1c2c(ccc3ccccc23)OC[C@@H]1COC(C)=O | 0.98 | -8 | -13 | 5 | 2 | 23 | -3 | -3 | 8
COc1ccc(C(C)NC(=S)NC2CCCC2)cc1OC (stereo not given) | 1.1 | -4 | -4 | -1 | -10 | 9 | -2 | 0 | 7
CN(C(=O)CN1C(=O)NC2(CCc3ccccc32)C1=O)C1CCS(=O)(=O)C1 (stereo not given) | 1 | -8 | -6 | 13 | 0 | 15 | 0 | -1 | 0
O=C(c1ccc(Br)cc1)c1cc([N+](=O)[O-])ccc1N1CCOCC1 | 1 | -3 | -1 | -21 | 0 | 32 | 0 | -3 | 10
CCNC(=O)C1CCCc2c1[nH]c1ccc(Cl)cc21 (stereo not given) | 1 | -8 | 16 | 31 | -2 | 34 | -2 | -1 | 4
O=C(c1ccc2[nH]c(=O)c(=O)[nH]c2c1)N1CCN(Cc2ccccc2)CC1 | 0.98 | -10 | -7 | 12 | 2 | 18 | -6 | -2 | -3
Cc1ccc(C)c(S(=O)(=O)N2CCN(C(C(=O)Nc3ccc(F)cc3)c3ccccc3)CC2)c1 (stereo not given) | 2 | 0 | 5 | 20 | -98 | 19 | 7 | -2 | 6
COc1ccc(NC2=C(C(C)=O)C(c3ccc(OC)c(OC)c3)C(C(C)=O)C(C)(O)C2)cc1 (stereo not given) | 0.99 | -2 | 6 | 4 | 1 | 28 | -2 | -2 | 6
Cc1ccc2nc(Cl)c3nnnn3c2c1 | 0.91 | 0 | 9 | 26 | 9 | -74 | 6 | -6 | 55*
O=C(COc1cccnc1[N+](=O)[O-])N1CCC(Cc2ccccc2)CC1 | 1.1 | -3 | -1 | 9 | -13 | 7 | 6 | 3 | 4
Cn1c(=O)c2[nH]c(CN3CCN(Cc4ccccc4)CC3)nc2n(C)c1=O | 0.88 | -2 | 6 | 3 | 12 | -21 | 6 | 1 | -8
COc1ccc(Nc2nc3ccccc3nc2NS(=O)(=O)c2ccc(NC(C)=O)cc2)cc1 | 1 | -5 | 3 | -3 | 0 | 16 | -9 | -3 | 5
Cc1nc2cnccc2n1C | 1 | 1 | 7 | 19 | 0 | 8 | 2 | 2 | -5
CCOC(=O)Nc1oc2ccccc2c(=O)c1CN1CCOCC1 | 1.1 | -1 | -13 | 5 | -5 | 6 | 5 | -2 | -3
O=c1[nH]c(C2CCCN(S(=O)(=O)c3ccccc3F)C2)nc2c1nnn2Cc1ccccc1Cl (stereo not given) | 0.98 | -8 | 18 | 12 | 2 | 5 | -1 | -4 | 8
O=c1[nH]c(SCc2cccc(Cl)c2)nc2c1CCCC2 | 0.97 | -3 | 4 | 4 | 3 | 23 | 2 | -1 | 14
CN(C)c1ccc(N=Nc2nc3ccccc3n2C)cc1 | 0.58 | 14 | 17 | 36 | 42* | 65* | 17 | -6 | 82*
Cc1ccc(O)c(N=NC2=C(O)CC(C)(C)CC2=O)c1 | 0.88 | -4 | -4 | 33 | 12 | 10 | 2 | -5 | 43*
COc1ccc(C(=O)NCC(=O)N=Nc2c(O)n(Cc3ccccc3)c3ccccc23)cc1OC | 0.9 | 1 | 2 | 15 | 10 | 21 | -1 | -6 | 1
Cc1sc(NC(=O)C2C3CCC(O3)C2C(=O)O)nc1-c1ccc(CC(C)C)cc1 (stereo not given) | 0.91 | -2 | -24 | 16 | 9 | 41* | -1 | 0 | 19
CN1C(=S)SC(C)(C)C1/[N+]([O-])=C/c1cccnc1 (stereo not given) | 1.1 | -1 | -9 | 10 | -7 | 20 | -2 | -1 | -20
CC(C)C(=O)Nc1cccc(-c2cn3ccccc3n2)c1 | 0.95 | -7 | 24 | 10 | 5 | 16 | -3 | 0 | 10
Cc1cc(NC(=O)c2ccccc2NS(=O)(=O)c2c(C)c(C)cc(C)c2C)no1 | 0.85 | 4 | 16 | 15 | 15 | 27 | 3 | -4 | 1
CC(Oc1ccc(Cl)cc1)c1ccc(C#N)c(=O)[nH]1 (stereo not given) | 0.97 | -5 | 4 | -6 | 3 | 7 | -1 | 4 | 4
Cc1c(C(=O)N(C)C(C)c2ccccn2)oc2c(F)cccc12 (stereo not given) | 0.98 | -7 | -16 | 32 | 2 | 4 | -2 | 0 | -11
CCOC(=O)N1CCN(C(=O)Cc2cccs2)CC1 | 1 | -9 | -4 | -9 | -4 | 4 | -3 | -3 | -11
Cc1cc(-c2ccc(C(C)C)c(S(=O)(=O)N3CC(=O)Nc4ccccc43)c2)on1 | 0.97 | -2 | -37 | 19 | 3 | 24 | 2 | -2 | -5
Brc1ccccc1CN1CCC(N2CCCCC2)CC1 | 0.97 | -1 | -5 | 3 | 3 | -26 | 4 | -4 | -26
Cc1ccc(-c2cc(C(=O)NCCCn3ccnc3)c3cc(Br)ccc3n2)o1 | 0.86 | -3 | -52 | 3 | 14 | 9 | -5 | -3 | -2

Compound activity from PubChem BioAssay.
